SRC2 TRFRET art = TR-FRET artefact, counter-screen to PPARgamma/SRC-2 agonist assay. hit rate 0.4% among 200,000. TR-FRET ratio at 8 µM. stronger effect = higher value. AID 1049; in the data active = TR-FRET ratio above about 2000; also: inactives centre near 1500; reference of the scale not given here
S1P3 antag = S1P3 (human) receptor antagonism; Q99500; CHO S1P3 NFAT-BLA reporter, FRET fluorescence, antagonist mode; inhibition, % at 4.98 µM; hit rate 0.27% among 170,000; AID 485;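 active = inhibition above the plate cutoff, the mean inhibition of test wells on that plate plus 3 SD, cut at about 28% in these data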;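 also: cells challenged with S1P at its EC80 of 0.8 µM; blue over green emission ratio from cleaved BLA substrate after 4 h stimulation; 0% = S1P-stimulated wells and 100% = unstimulated DMSO-only wells; some compounds past the cut are filed as inactive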
bIAP inh = blocks bovine intestinal alkaline phosphatase activity | purified bovine IAP, CDP-star luminescence, 30 min | inhibition, % at 20 µM | 190,000 tested, under 10 active;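 active = over 50% inhibition of intestinal alkaline phosphatase at 20 µM in the single-dose screen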
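Assay system – bovine IAP enzyme · Quantity – bovine IAP at 1/65,000,000 final dilution · Detection – CDP-star luminescence signal · Times – 30 min reaction at room temperature · Also added – CDP-star substrate at 30 µM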
DTT redox prof = compounds producing H2O2 with reducing agent – biochemical, NIH compound library profiling, artefact control for MLSCN library redox annotation, primary screen | DTT-dependent redox cycling H2O2, phenol red/HRP absorbance; 100% = 100 µM peroxide control, 0% = buffer | activation, % at 10 µM | hit rate 0.03% among 200,000;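 active = activation of at least 50% relative to the plate's high and low controls in the primary single-dose screen; inactive = activation below 50%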;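 also: compound incubated with DTT at 0.8 mM final as the reducing agent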
ROMK mod = modulators of human ROMK potassium channel | P48048 | Tet-inducible ROMK, thallium flux fluorescence; actives lie on both sides | B-score at 10 µM | hit rate 2% among 130,000;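 active = signal ratio slope over the read window, or its plate-corrected B-score, at least 3 SD from the plate mean, either direction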;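 also: B-score of the F/F0 ratio slope over 7 to 12 s after thallium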
Target sequence (P48048 whole entry, looked up): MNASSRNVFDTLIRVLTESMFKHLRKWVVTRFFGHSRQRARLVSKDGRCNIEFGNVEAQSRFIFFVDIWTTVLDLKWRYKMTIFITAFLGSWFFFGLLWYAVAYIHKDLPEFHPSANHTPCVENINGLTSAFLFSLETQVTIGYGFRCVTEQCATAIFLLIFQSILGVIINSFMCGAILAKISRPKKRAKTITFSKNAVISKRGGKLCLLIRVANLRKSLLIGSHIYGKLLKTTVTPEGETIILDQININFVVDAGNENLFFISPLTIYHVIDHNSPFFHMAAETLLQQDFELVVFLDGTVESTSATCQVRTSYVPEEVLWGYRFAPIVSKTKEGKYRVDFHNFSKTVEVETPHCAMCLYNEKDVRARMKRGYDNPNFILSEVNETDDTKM
PPARg SRC-3 ag = PPARgamma-driven SRC-3 recruitment agonism. P37231. biochemical PPARgamma/SRC-3 coactivator recruitment assay. activation, % at 8 µM. hit rate 0.26% among 200,000; in the data active = activation above about 23%;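 also: 0% = DMSO and 100% = reference agonist; some compounds past the cut are filed as inactive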
Target sequence (P37231 whole entry, looked up): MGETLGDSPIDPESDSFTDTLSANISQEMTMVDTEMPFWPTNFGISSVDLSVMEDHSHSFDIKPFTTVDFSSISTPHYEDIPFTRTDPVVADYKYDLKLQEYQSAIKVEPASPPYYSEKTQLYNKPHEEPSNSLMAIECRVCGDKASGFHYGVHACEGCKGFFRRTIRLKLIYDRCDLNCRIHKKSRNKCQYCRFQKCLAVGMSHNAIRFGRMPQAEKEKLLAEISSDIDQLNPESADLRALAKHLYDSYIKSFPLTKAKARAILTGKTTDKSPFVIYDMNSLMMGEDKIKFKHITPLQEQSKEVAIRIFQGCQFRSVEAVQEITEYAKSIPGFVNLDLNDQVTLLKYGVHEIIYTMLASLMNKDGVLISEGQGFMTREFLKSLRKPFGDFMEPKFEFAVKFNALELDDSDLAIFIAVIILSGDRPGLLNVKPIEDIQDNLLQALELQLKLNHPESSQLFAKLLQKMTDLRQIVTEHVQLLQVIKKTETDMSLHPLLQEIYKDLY
RAM network inh = yeast RAM network inhibition | S. cerevisiae dse1pr::URA3 reporter, 5-FOA growth OD615, 2 d; analog-sensitive cbk1-as2 kinase mutant strain | hit rate 1.8% among 190,000 | inhibition, % at 50 µM;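 active = inhibition above a set limit, 3 SD over mean compound inhibition, cut at about 8.4% in these data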;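 also: 0% = DMSO-only wells with no growth and 100% = 10 µM 1-NA-PP1 full growth; inhibition rescues growth on 5-FOA so higher OD means more RAM inhibition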
PPARg SRC2 recr = PPARgamma-driven SRC-2 recruitment agonism | PPARgamma LBD-SRC-2 recruitment, biochemical | activation, % at 8 µM | hit rate 0.34% among 200,000 | AID 1032; in the data active = activation above about 22%;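 also: 0% = vehicle and 100% = reference agonist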
PPARg SRC-1 ag = promotes SRC-1 coactivator recruitment by human PPARgamma; PPARgamma-SRC-1 coactivator recruitment biochemical assay; activation, % at 8 µM; hit rate 0.41% among 200,000; in the data active = activation above about 19%;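 also: 0% = DMSO and 100% = reference agonist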
HMGR II inh = E. faecalis class II HMG-CoA reductase inhibition | AID 1066 | inhibition, % at 10 µM | hit rate 0.41% among 190,000 | purified E. faecalis HMGR, NADPH absorbance 340 nm kinetic;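 active = inhibition above a set limit, the median over all tested compounds plus 3 SD, cut at about 9.5% in these data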;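 also: enzyme runs in reverse so mevalonate oxidation gives rising NADPH absorbance; 0% = complete reaction with DMSO and 100% = background rate lacking mevalonate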
L major viab = inhibitors of Leishmania major promastigote growth; Leishmania major promastigotes, resazurin fluorescence viability; inhibition, % at 10 µM; hit rate 9% among 200,000; in the data active = inhibition above about 50%;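 also: promastigotes grown with compound for 44 hours at 28 °C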
* = called active by the depositor; x = no result given. This is a random part of the collection; any-hit rate near 13%.

SMILES	SRC2 TRFRET art	S1P3 antag	bIAP inh	DTT redox prof	ROMK mod	PPARg SRC-3 ag	RAM network inh	PPARg SRC2 recr	PPARg SRC-1 ag	HMGR II inh	L major viab
CCOC(=O)Cc1csc(NC(=O)CN(C)S(=O)(=O)c2ccc3c(c2)CCC(=O)N3)n1	1523	1	6	-0.5	x	4	x	-5	7	x	-7
Cc1cc(C(=O)OCC(=O)N2CC(C)CC(C)C2)c(C)o1 (stereo not drawn)	1590	5	6	1.6	-0.6	3	1.4	5	4	-5	-4
COc1cc(-c2cn(S(=O)(=O)c3cccc4nsnc34)nc2N)cc(OC)c1OC	1395	x	5	0.5	x	0	0.0	-2	-5	0	16
COc1cccc(NC(=O)c2ccncc2)c1	1501	-25	7	0.0	0.68	3	-0.4	2	2	1	-1
O=C(CSc1cccc[n+]1[O-])Nc1cccc(S(=O)(=O)NC2=NCCCCC2)c1	1534	-3	12	-1.0	1.7	2	0.1	-3	7	1	-4
O=C(CN1CCN(C2CCCCC2)CC1)NCCC1=CCCCC1	1406	6	-4	-0.1	-0.91	2	0.9	2	0	3	94*
COC(=O)c1sccc1NC(=O)c1sccc1C	1628	x	33	2.1	x	-2	3.2	5	13	-8	-3
COc1ccc(NC(=O)c2ccccc2)c([N+](=O)[O-])c1	1566	-1	3	-0.1	0.37	8	2.9	6	15	-4	7
CC(C)c1ccc(N=c2c([N+](=O)[O-])nn(-c3ccc4c(c3)OCCO4)n2O)cc1	1551	x	7	0.1	0.12	10	1.5	3	5	5	2
CCN(CC)S(=O)(=O)c1cc(NC(=O)c2cc(-c3ccccn3)nc3ccccc23)ccc1C	1571	-7	-12	-2.7	2.1	0	2.5	4	-1	0	53*
CCCSc1cc(=O)n(-c2ccccc2)nc1C(=O)OCC	1626	x	2	-2.2	x	4	1.1	7	6	-2	8
C=CCNC(=O)c1ccc(-c2nc(-c3ccc(Cl)c(Cl)c3)cs2)cc1	1632	x	18	2.4	x	2	1.2	-7	6	-5	-5
O=C(COC(=O)CCc1nc2ccccc2s1)Nc1cccc(S(=O)(=O)N2CCOCC2)c1	1620	x	6	0.1	x	14	1.5	1	1	0	-5
Cn1ccsc1=NC(=O)c1ccccc1F	1461	-6	-2	-2.1	-0.23	-5	-1.4	0	-1	2	-3
COc1ccc(C(=O)N2CCOC23CCN(c2ncccn2)CC3)cc1	1768	-12	-6	-1.1	0.96	1	0.9	4	-1	5	-3
Cc1ccc(S(=O)(=O)N2CCN(Cc3ccccn3)CC2)cc1	1610	-8	5	7.6	0.5	-1	3.0	2	5	0	-6
CN(Cc1cn[nH]c1-c1cc2ccccc2o1)CC1CCOCC1	1562	16	-14	-0.8	-0.23	3	0.4	0	-12	-6	2
Cc1nn(Cc2ccccc2)c2sc(C(=O)N3CCN(Cc4ccc5c(c4)OCO5)CC3)cc12	1432	16	2	0.0	-1.5	5	2.2	9	-2	-3	75*
COC(=O)CN(C#N)c1nc(SC)nc(N(C)C)n1	1519	5	-4	1.0	x	1	0.8	6	12	-4	0
C=CCN1C(=O)/C(=C2/Sc3ccccc3N2C)SC1=Nc1ccccc1C	1759	x	4	-0.2	-0.6	2	5.8	-3	4	-3	2

17 entries from above, reformatted:
SMILES | SRC2 TRFRET art | S1P3 antag | bIAP inh | DTT redox prof | ROMK mod | PPARg SRC-3 ag | RAM network inh | PPARg SRC2 recr | PPARg SRC-1 ag | HMGR II inh | L major viab
CCOC(=O)Cc1csc(NC(=O)CN(C)S(=O)(=O)c2ccc3c(c2)CCC(=O)N3)n1 | 1523 | 1 | 6 | -0.5 | x | 4 | x | -5 | 7 | x | -7
Cc1cc(C(=O)OCC(=O)N2CC(C)CC(C)C2)c(C)o1 (stereo not drawn) | 1590 | 5 | 6 | 1.6 | -0.6 | 3 | 1.4 | 5 | 4 | -5 | -4
COc1cc(-c2cn(S(=O)(=O)c3cccc4nsnc34)nc2N)cc(OC)c1OC | 1395 | x | 5 | 0.5 | x | 0 | 0.0 | -2 | -5 | 0 | 16
COc1cccc(NC(=O)c2ccncc2)c1 | 1501 | -25 | 7 | 0.0 | 0.68 | 3 | -0.4 | 2 | 2 | 1 | -1
O=C(CSc1cccc[n+]1[O-])Nc1cccc(S(=O)(=O)NC2=NCCCCC2)c1 | 1534 | -3 | 12 | -1.0 | 1.7 | 2 | 0.1 | -3 | 7 | 1 | -4
O=C(CN1CCN(C2CCCCC2)CC1)NCCC1=CCCCC1 | 1406 | 6 | -4 | -0.1 | -0.91 | 2 | 0.9 | 2 | 0 | 3 | 94*
COC(=O)c1sccc1NC(=O)c1sccc1C | 1628 | x | 33 | 2.1 | x | -2 | 3.2 | 5 | 13 | -8 | -3
COc1ccc(NC(=O)c2ccccc2)c([N+](=O)[O-])c1 | 1566 | -1 | 3 | -0.1 | 0.37 | 8 | 2.9 | 6 | 15 | -4 | 7
CC(C)c1ccc(N=c2c([N+](=O)[O-])nn(-c3ccc4c(c3)OCCO4)n2O)cc1 | 1551 | x | 7 | 0.1 | 0.12 | 10 | 1.5 | 3 | 5 | 5 | 2
CCN(CC)S(=O)(=O)c1cc(NC(=O)c2cc(-c3ccccn3)nc3ccccc23)ccc1C | 1571 | -7 | -12 | -2.7 | 2.1 | 0 | 2.5 | 4 | -1 | 0 | 53*
CCCSc1cc(=O)n(-c2ccccc2)nc1C(=O)OCC | 1626 | x | 2 | -2.2 | x | 4 | 1.1 | 7 | 6 | -2 | 8
C=CCNC(=O)c1ccc(-c2nc(-c3ccc(Cl)c(Cl)c3)cs2)cc1 | 1632 | x | 18 | 2.4 | x | 2 | 1.2 | -7 | 6 | -5 | -5
O=C(COC(=O)CCc1nc2ccccc2s1)Nc1cccc(S(=O)(=O)N2CCOCC2)c1 | 1620 | x | 6 | 0.1 | x | 14 | 1.5 | 1 | 1 | 0 | -5
Cn1ccsc1=NC(=O)c1ccccc1F | 1461 | -6 | -2 | -2.1 | -0.23 | -5 | -1.4 | 0 | -1 | 2 | -3
COc1ccc(C(=O)N2CCOC23CCN(c2ncccn2)CC3)cc1 | 1768 | -12 | -6 | -1.1 | 0.96 | 1 | 0.9 | 4 | -1 | 5 | -3
Cc1ccc(S(=O)(=O)N2CCN(Cc3ccccn3)CC2)cc1 | 1610 | -8 | 5 | 7.6 | 0.5 | -1 | 3.0 | 2 | 5 | 0 | -6
CN(Cc1cn[nH]c1-c1cc2ccccc2o1)CC1CCOCC1 | 1562 | 16 | -14 | -0.8 | -0.23 | 3 | 0.4 | 0 | -12 | -6 | 2

The list goes on.
SMILES	SRC2 TRFRET art	S1P3 antag	bIAP inh	DTT redox prof	ROMK mod	PPARg SRC-3 ag	RAM network inh	PPARg SRC2 recr	PPARg SRC-1 ag	HMGR II inh	L major viab
C=CCNc1nc(SC)nc2ccsc12	1686	x	25	1.2	x	12	0.3	3	4	-2	5
CN1C(=S)SC(N(O)C(=O)Nc2ccc(Cl)c(Cl)c2)C1(C)C (stereo not drawn)	1451	4	8	-0.5	-2.1	7	0.5	4	0	-3	12
C=Cn1c(C(=O)O)ccc1-c1ccc(OC)cc1	1624	-2	1	1.1	0.74	2	1.1	4	0	-1	-5
CN(C)C(=O)CN1C(=O)C2CC=C(Cl)CC2C1=O (stereo not drawn)	1877	-12	22	1.4	-0.12	2	2.9	4	6	0	-1
CSc1cccc(NC(=O)N2CCCC(CNS(=O)(=O)Cc3ccccc3)C2)c1 (stereo not drawn)	1550	-6	-10	0.0	-1.4	-2	0.8	-2	1	-2	9
COc1ccc2nc3sc(C(=O)NCCN4CCc5ccccc5C4)cc3cc2c1	1686	-6	5	-0.4	-0.79	6	2.0	2	15	-5	44
Cc1ccc(-c2nn(CCC(=O)O)cc2CCC(=O)O)cc1	1659	x	15	0.0	0.45	10	1.5	10	2	1	-8
O=c1[nH]c(-c2cccnc2)nc2ccccc12	1490	-31	5	1.3	x	-12	1.1	2	0	0	0
CCO[C@H]1OC(C(N)=O)=C[C@@H](c2ccc(Br)cc2)[C@@H]1CCCO	1462	5	-5	0.4	x	-6	0.9	-7	-5	8	-1
C/C(=N/OC(=O)CC(C)C)c1cc(-c2ccc(Cl)cc2)no1	1702	-16	8	-0.4	1.4	2	0.0	6	4	1	0
Cc1cc(C)c(S(=O)(=O)/N=C2\C=CC(=O)C(Cl)=C2)c(C)c1	1723	x	-6	-0.2	-1.1	2	0.0	1	-2	-2	-4
O=C(CNC(=O)c1ccco1)N/N=C/c1c[nH]c2ccccc12	1570	-6	-10	0.0	1.3	2	0.1	-5	2	9.7*	-3
CC(=O)OCC1(C)CN(c2ccccc2)N(C(=O)c2ccc(F)cc2)C1=O (stereo not drawn)	1746	-23	12	-1.6	0.64	-4	-0.7	0	9	-10	-5
COc1ccc(-c2[nH]n(-c3ccc([N+](=O)[O-])cc3)c(=O)c2C=NCc2ccncc2)cc1	1420	-7	-8	0.4	x	2	1.5	1	-3	-8	99*
Cc1ccccc1C(=O)NNc1ncnc2c1cnn2C	1682	-6	-41	0.4	1.2	-1	1.8	1	1	-3	-9
CN(C)c1c(N)[nH]c2c(c1=O)c(=O)n(C)c(=O)n2C	1432	-3	1	-1.1	-0.29	2	1.3	-3	6	4	-4
Cc1ccc(S(=O)(=O)NCCCCCC(N)=O)cc1	1514	x	8	0.4	0.17	8	3.0	3	-2	-2	-1
COc1ccc(N(CC(=O)N/N=C/c2ccc3c(c2)OCO3)S(=O)(=O)c2ccccc2)cc1	1648	-2	5	-0.2	0.42	2	9.2*	-1	0	3	-2
CNC(=O)C1CC(=O)N(CCc2ccccc2)C(=Nc2ccc(OC)cc2)S1 (stereo not drawn)	1533	1	-29	1.7	0.14	1	4.2	-1	0	5	10
Cc1cc(OCc2nc(-c3ccc(NC(=O)c4cccnc4)cc3)no2)ccc1Cl	1550	x	13	-3.8	x	-2	1.1	2	4	-11	-4
Clc1cc(Cl)c2nc(N3CCCC3)sc2c1	1618	23	x	-1.0	0.73	9	x	13	7	x	-4
CC1Cn2c(nc3c2c(=O)[nH]c(=O)n3C)O1 (stereo not drawn)	1493	-19	3	-0.8	x	0	0.1	-1	4	-5	0
O=C(CN1N=C(c2ccccc2)CCC1=O)NCc1ccco1	1558	1	16	0.4	x	-6	0.5	3	2	1	-6
CCOc1cc(CNc2nn[nH]n2)ccc1OCC(=O)NC(C)(C)C	1717	7	8	0.0	-0.11	3	0.4	2	0	-3	-6
